Bioassay records (PubChem BioAssay)
CHT inh: inhibitors of human choline transporter CHT; B-score at 10 µM; High affinity choline transporter 1 (Homo sapiens), Q9GZV3; AID 488975, 2010; hit rate 0.86% among 310,000; CHT-expressing cells, membrane potential dye, choline response; hits give low values;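 active means B-score over 3 SD under the library average, and starting fluorescence ratio not unusually high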;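 further: choline stimulus applied at its EC90 after an EC20 pre-addition; B-score computed on integrated fluorescence ratio after choline addition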
Target sequence (Q9GZV3 whole entry, looked up): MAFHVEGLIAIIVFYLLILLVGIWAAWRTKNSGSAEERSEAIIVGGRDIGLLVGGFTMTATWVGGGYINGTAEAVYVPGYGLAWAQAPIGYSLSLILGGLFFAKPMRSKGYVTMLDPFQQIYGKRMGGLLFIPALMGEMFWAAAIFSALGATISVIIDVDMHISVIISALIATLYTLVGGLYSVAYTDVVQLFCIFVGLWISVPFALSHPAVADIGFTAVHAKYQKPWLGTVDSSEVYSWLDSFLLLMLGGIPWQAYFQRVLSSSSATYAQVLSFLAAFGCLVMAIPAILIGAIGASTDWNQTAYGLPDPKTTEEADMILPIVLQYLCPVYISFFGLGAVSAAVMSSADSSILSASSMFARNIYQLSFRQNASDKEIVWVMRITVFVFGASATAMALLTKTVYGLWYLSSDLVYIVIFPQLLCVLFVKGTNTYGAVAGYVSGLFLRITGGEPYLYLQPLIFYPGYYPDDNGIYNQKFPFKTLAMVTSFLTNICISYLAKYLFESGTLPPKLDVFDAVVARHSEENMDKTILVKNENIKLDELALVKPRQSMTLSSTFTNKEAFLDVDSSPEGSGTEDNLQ
CHT allo act: CHT positive allosteric modulators, primary screen, cell-based, membrane potential dye, choline EC20; High affinity choline transporter 1 (Homo sapiens), Q9GZV3; CHT-expressing cells; hits give high values; LV-AA mutant CHT in HEK293 cells; B-score at 10 µM; hit rate 0.49% among 310,000; AID 488977, 2010;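 active means initial fluorescence not abnormally high and integrated response B-score, plate-corrected, over 3 SD above library mean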
* = called active by the depositor; i = inactive. No enrichment for hits; any-hit rate near 1.5%.

Order of results: CHT inh, CHT allo act
> CSc1ncc(CN2CCN(C3CCCC3)C(CCO)C2)cn1 (stereo not given)
    i, i
> CCOc1cc(C(=O)N(C)Cc2cc3ccccc3[nH]c2=O)cc(OCC)c1OCC
    i, i
> OC1CSc2nc3ccccc3n2C1 (stereo not given)
    i, i
> CCn1c(SCC(=O)NNC(=O)c2ccc(C)cc2)nnc1C(C)C
    i, i
> CC(=O)Nc1ccc(S(=O)(=O)N(C)c2ccc(OCC(=O)OCC(=O)NCc3ccco3)cc2)cc1
    i, i
> O=C(O/N=C/c1ccc(Cl)cc1)C1CCCCC1
    i, i
> CCc1nnc(SCc2ccc(C(=O)OC)o2)n1N
    i, i
> CC(C)(C)c1ccc(-c2n[nH]c(=S)n2-c2ccccc2)cc1
    i, i
> NC(=O)C1CCN(C(=O)C2CCN(S(=O)(=O)c3ccccc3)CC2)CC1
    i, i
> COc1ccc(CN2CCN(Cc3ccccc3F)CC2)cc1OC
    i, i
> COc1ccccc1-c1nnc(SCc2nc3ccccc3s2)n1C
    i, i
> O=C1CSC(c2cccnc2)N1c1ccc(Cl)cc1 (stereo not given)
    i, i
> COc1ccccc1C/C(N)=N/O
    i, i
> CC(=O)Nc1cccc(C(=O)NCCc2ccco2)c1
    i, i
> Cc1ccc(Nc2nc(N)c([N+](=O)[O-])c(N3CCCC(C)C3)n2)cc1C (stereo not given)
    i, i

One compound at a time, from the list above. Values in the order: CHT inh, CHT allo act
`OC1CSc2nc3ccccc3n2C1` (stereo not given) in the list: i, i
`COc1ccc(CN2CCN(Cc3ccccc3F)CC2)cc1OC` in the list: i, i
`CSc1ncc(CN2CCN(C3CCCC3)C(CCO)C2)cn1` (stereo not given) in the list: i, i

(further entries)
Order of results: CHT inh, CHT allo act
> N/C(=N\OC(=O)c1ccc([N+](=O)[O-])cc1)c1ccccn1
    i, i
> O=C(NCCCN1CCOCC1)c1onc(CSc2ccncc2)c1C(=O)NCCCN1CCOCC1
    i, i
> C=C(C)CNC(=S)NNC(=O)c1ccco1
    i, i
> COc1ccc(OCC(=O)N/N=C(\C)CC(=O)Nc2ccc(OC)cc2[N+](=O)[O-])cc1
    i, i
> S=C(NCc1ccc(Cl)cc1)NCc1ccccn1
    i, i
> CCc1ccc(CNC(=O)CN2C(=O)COc3ccccc32)cc1
    i, i
> S=C(NCCN1CCCCC1)Nc1ccc(Br)cc1
    i, i
> CCOc1ccc2ccccc2c1CNCCc1ccc(S(N)(=O)=O)cc1
    i, i
> CCOC(=O)C(NS(=O)(=O)c1ccc(C)cc1)(C(F)(F)F)P(=O)(OCC(C)C)OCC(C)C (stereo not given)
    i, i
> Cc1ccc(C(=O)c2nocc2C(=O)c2cccs2)cc1
    i, i
> O=C(NCCc1nc2ccccc2[nH]1)/C(=C/c1ccco1)NC(=O)c1ccc(Br)cc1
    i, i
> COc1ccc(S(=O)(=O)NNC(=O)c2ccc([N+](=O)[O-])cc2)cc1
    i, i
> Cc1nnc(NC(=O)c2csc3c2CCCC3)s1
    i, i
> O=C(Nc1ccc2sccc2c1)c1ccc(Cl)s1
    i, i
> O=C(C1CCN(S(=O)(=O)c2ccc(-n3cnnn3)cc2)CC1)N1CCCCC1
    i, i
> CCOC(=O)c1cc2occc2n1CC(=O)NCCOC
    i, i
> CC12CCC(=O)N1c1ccccc1C(=O)N2c1ccccc1 (stereo not given)
    i, i
> Cc1cccc(-c2nsc(SCC(=O)N3CCCC3)n2)c1
    i, i
> O=C(c1ccc(Cl)c([N+](=O)[O-])c1)N(Cc1ccccc1)C1CCS(=O)(=O)C1 (stereo not given)
    i, i
> COC(=O)C1=CN(CC2CCCO2)C=C(C(=O)OC)C1c1cc(OC)c(OC)c(OC)c1 (stereo not given)
    i, i
> O=C(COc1ccccc1)NC(=S)Nc1cccc2cc(O)ccc12
    i, i
> COc1ccc(N2C(C)=CS/C2=C(/C#N)c2nnc(N3CCOCC3)n2-c2ccccc2)cc1
    i, i
> CC(C)N1CCC(N2CCN(C3CCCCCC3)CC2CCO)CC1 (stereo not given)
    i, i
> Cc1cccc(NS(=O)(=O)c2nnc(NC(=O)c3cccc(C)c3)s2)c1
    i, i
> CC(=O)Oc1ccc2oc(=O)c3c(c2c1)CCCN3C(=O)CN1CCN(c2ncccn2)CC1
    i, i
> COc1ccc(Cl)cc1NC(=S)NCc1cccnc1
    i, i
> O=C(NN=C(Cc1ccccc1)Cc1ccccc1)c1ccc(F)cc1
    i, i
> C=CCN(Cc1nc(-c2ccccc2)no1)C(=O)c1ccco1
    i, i
> Cc1ccc(CS(=O)Cc2ccc(C(=O)NC3CCC(C)CC3)o2)cc1 (stereo not given)
    -9.79*, i
> CC(C)(C)C(O)/C=C/c1ccc2c(c1)OCO2 (stereo not given)
    i, i
> COc1ccc(OCCC(=O)OCC(=O)NCCC2=CCCCC2)cc1
    i, i
> O=S(=O)(c1cccs1)N1CCc2ccccc2C1
    i, i
> C/C(=N\NC(=O)c1nnn(-c2nonc2N)c1CSc1ccc(C)cc1)c1ccco1
    i, i
> CCn1c(SCC(=O)Nc2cccc(O)c2)nc2c1c(=O)n(C)c(=O)n2C
    i, i
> O=C(C1=C(O)C(=O)N(CC2CCCO2)C1c1ccccc1Cl)c1ccco1 (stereo not given)
    i, i
> CCn1c(SCC(=O)Nc2cccc(C)c2)nc2ccccc2c1=O
    i, i
> Cc1cccc(NC(=O)CN2C(=O)c3ccccc3S2(=O)=O)n1
    i, i
> O=C(OCC(=O)N1CCN(C(=O)c2ccco2)CC1)c1cc(=O)c2ccccc2o1
    i, i
> CC(=O)Nc1ccc(S(=O)(=O)N(C)Cc2ccccc2)cc1
    i, i
> O=C1c2ccccc2N2C(=O)c3ccccc3C2N1Cc1ccccc1 (stereo not given)
    i, i
> COc1nccnc1NS(=O)(=O)c1ccc(NC(=S)NC(=O)/C=C/c2ccc(F)cc2)cc1
    i, i
> C=CCn1c(Cc2cccs2)nnc1SCC(=O)c1ccc2ccccc2c1
    i, i
> Cc1ccc(C2C(C#N)=C(N)SC(N)=C2C#N)c(C)c1
    i, i
> O=S(=O)(c1cccs1)N1CCN(c2ccnc3cc(Cl)ccc23)CC1
    i, i
> CC1(C)CC(N2CCN(CCO)CC2)=CC(=S)N1
    i, i

Quoted at random: 3 entries already listed.
Order of results: CHT inh, CHT allo act
> CCn1c(SCC(=O)Nc2cccc(C)c2)nc2ccccc2c1=O
    i, i
> O=C(C1=C(O)C(=O)N(CC2CCCO2)C1c1ccccc1Cl)c1ccco1 (stereo not given)
    i, i
> C/C(=N\NC(=O)c1nnn(-c2nonc2N)c1CSc1ccc(C)cc1)c1ccco1
    i, i

2 entries from above, with bars between the fields:
compound | CHT inh | CHT allo act
CC(C)(C)C(O)/C=C/c1ccc2c(c1)OCO2 (stereo not given) | i | i
COc1ccc(OCCC(=O)OCC(=O)NCCC2=CCCCC2)cc1 | i | i

Continuation.
Order of results: CHT inh, CHT allo act
> COc1cccc(C2Nc3ccccc3C(=O)N2O)c1O (stereo not given)
    i, i
> CCOc1nc(C)cc(C)c1S(=O)(=O)c1ccc(Cl)cc1
    i, i
> CC(C)(C)NC(=O)/C=C/c1cccs1
    i, i
> O=[N+]([O-])c1ccc(Cl)cc1N1CCCC1
    i, i
> Cc1cc(OC(=O)c2cccc([N+](=O)[O-])c2)c(C)cc1CN1CCOCC1
    i, i
> CCOC(=O)c1sc(NC(=O)c2ccc(OC)cc2)nc1C
    i, i
> FC(F)(F)c1ccc2c(c1)n(Cc1ccccc1)c1[n+]2CCCCC1
    i, i
> COc1cccc(-c2ccc3nnc(SCC(=O)Nc4ccc(NC(C)=O)cc4)n3n2)c1
    i, i
> CN(c1ccccc1C(=O)Nc1ccccc1-c1ccccc1)S(C)(=O)=O
    i, i
> Cc1sc2ncnc(NCC(c3ccco3)N(C)C)c2c1C (stereo not given)
    i, i
> Fc1ccc(NC(=S)Nc2cccc(Cl)c2)cc1
    i, i
> O=c1oc(-c2ccccc2F)nc2scc(-c3ccccc3)c12
    i, i
> Cc1cc(SCC(=O)OCC(=O)NCC2CCCO2)c(C)cc1Br (stereo not given)
    i, i
> N=C(N)SCc1ccc(Cl)cc1Cl
    i, i
> CCc1ccc(NC(=O)C2CC(=O)N=C(N)S2)cc1 (stereo not given)
    i, i
> COC(=O)c1sccc1NC(=S)NCc1ccc(Cl)cc1
    i, i
> COc1ccc(C2C(C(=O)O)c3ccccc3C(=O)N2Cc2ccco2)cc1 (stereo not given)
    i, i
> COc1ccc(-n2cc(-c3ccccc3)c3c(N4CCOCC4)ncnc32)cc1
    i, i
> O=C(NCCC(=O)N1CCc2ccccc21)c1ccco1
    i, i
> CC1(C)CC(=O)C2=C(C1)N(C1CCCCC1)C(=O)C2(O)C(F)(F)F (stereo not given)
    i, i
> C=CCn1c(SCC(=O)NC(=O)NCc2ccco2)nc2sc(C)c(C)c2c1=O
    i, i
> CC(C)c1ccc(N(CC(=O)NCc2ccco2)C(=O)CCC(=O)Nc2ccccn2)cc1
    i, i
> O=C(Nc1ccccc1)Nc1ccc(S(=O)(=O)N2CCCCC2)cc1
    i, i
> COc1ccc(CN2CC[C@H]3C=CC[C@@H](C(=O)N4CCOCC4)[C@H]3C2=O)cc1OC
    i, i
> CCOC(=O)N1CCN(C(=O)CNC2CCCCCCC2)CC1
    i, i
> Cn1c(NCc2ccccc2O)nc2ccccc21
    i, i
> COc1cc(OCC(N)=O)cc(OC)c1OC
    i, i
> O=C(NCCc1csc(-c2cccc(F)c2)n1)c1ccco1
    i, i
> COc1ccc(CC(=O)NNc2ncnc3c2cnn3Cc2ccccc2)cc1OC
    i, i
> Cc1cc(NC(=O)CSc2nc3sc(C)c(C)c3c(=O)n2C2CCCC2)no1
    i, i
> CCOC(=O)c1[nH]c(C(=O)O)c(CCN(CC)CC)c1C
    i, i
> OCCC1CN(Cc2ccc3nsnc3c2)CCN1C1CCCCC1 (stereo not given)
    i, i
> Cc1cc(N/N=C/c2ccc(O)cc2O)nc(N2CCOCC2)n1
    i, i
> COc1ccc(C(CNC(=O)c2ccccc2SC)N(C)C)cc1 (stereo not given)
    i, i
> CC1Cc2ccccc2N1CC(=O)NCc1ccccc1Cl (stereo not given)
    i, i
> COCCn1nnnc1C(CC(C)C)N1CCN(c2ccccc2)CC1 (stereo not given)
    i, i
> Cc1ccc(O)c(C2=NCCNC(C(F)(F)C(F)F)=C2)c1
    i, i
> Cc1ccc(C(=O)Nc2ccc(S(=O)(=O)N3CCc4ccccc4C3)cc2)o1
    i, i
> CC12c3ccccc3C(c3ccccc31)C1C(=O)N(Cc3cccnc3)C(=O)C12 (stereo not given)
    i, i
> O=C(O)c1ccc2c(=O)n3c(nc2c1)/C(=C/c1ccc(F)cc1)CC3
    i, i
> Cc1cc2c(N3CCCCC3C)ncnc2s1 (stereo not given)
    i, i
> CCCOc1ccc([N+](=O)[O-])c(N)c1
    i, i
> Cc1cc(N)n2ncc(-c3ccc(F)cc3)c2n1
    i, i
> N#C/C(=C(/O)CCl)c1nc2c(s1)CCc1ccccc1-2
    -10.3*, i
> Cc1ccc(NC(=O)c2ccc(NCc3ccc(F)cc3)nc2)cc1
    i, i
> C[n+]1c2n(c3ccccc31)N=C(c1ccc(-c3ccccc3)cc1)CS2
    i, 7.94*
> COc1cc(C(=O)NC(=S)Nc2csc(-c3ccc(F)cc3)n2)cc(OC)c1OC
    i, i
> COc1ccc(S(=O)(=O)NCCSCc2ccco2)cc1Cl
    i, i
> Cc1ccc(-c2nn(C)c(=O)c3ccccc23)cc1CNC(=O)c1ccco1
    i, i
> O=C(Cn1cc(/C=N/O)c2ccccc21)N1CCOCC1
    i, i
> Cc1ccc(NC(=O)C2CC(=O)n3c(nc4ccccc43)N2)cc1Cl (stereo not given)
    i, i
> COc1cc(NC(=O)c2ccccc2)c(OC)cc1NC(=O)Cc1ccc(C)cc1
    i, i
> COc1cccc2c(C)cc(N3CCCCCC3)nc12
    i, i
> C/C(=N\NC(=O)c1nnn(-c2nonc2N)c1-c1cccs1)c1cccnc1
    i, i
> COc1ccc(OC)c(/C=N/NC(=O)C(=O)N/N=C/c2cc(OC)ccc2OC)c1
    i, i
> Nc1nc(SCc2ccc(Cl)cc2)[nH]c(=O)c1-c1ccccc1
    i, i
> CC(=O)N1N=C(c2ccc(Cl)cc2)CC1c1ccc([N+](=O)[O-])cc1 (stereo not given)
    i, i
> CN(C)/C=N/c1cc(=O)n(C)c(=O)n1CC1CC1
    i, i
> CN(CC(=O)Nc1cccc(F)c1)C(=O)c1cccc(-n2cccc2)c1
    i, i
> COc1ccc(OC)c(CN2CCN(C(=O)c3ccc(NS(=O)(=O)c4cccc([N+](=O)[O-])c4)cc3)CC2)c1
    i, i

Next part:
Order of results: CHT inh, CHT allo act
> COc1ccc(C2C3=C(CC(C)(C)CC3=O)Nc3n[nH]c(C)c32)cc1 (stereo not given)
    -7.56*, i
> S=c1[nH]nc(COc2ccccc2)n1/N=C/c1cccs1
    i, i
> COc1cc(S(=O)(=O)N2CCN=C2c2ccccc2)ccc1Cl
    i, i
> Cc1ccc(-c2oc3ccccc3c(=O)c2OCC(=O)O)cc1
    i, i
> Cc1nnc(SCC(=O)N(C)c2c(N)n(Cc3ccccc3)c(=O)[nH]c2=O)n1Cc1ccccc1
    i, i
> CCC(C)Nc1nc(SC(C(C)=O)C(C)=O)nc(N(C)C)n1 (stereo not given)
    i, i
> CN(C)c1ccc(N2C(=NC(=O)C3CCCO3)SC3CS(=O)(=O)CC32)cc1 (stereo not given)
    i, i
> Cc1cc(C)c(NC(=O)CNC(=O)COC(=O)C2CCN(c3ccc(C(F)(F)F)cn3)CC2)c(C)c1
    i, i
> CN1CCN(C(=O)c2cnn(-c3ccccc3)c2NC(=O)c2ccccc2F)CC1
    i, i
